# Bioassay records deposited in PubChem by National Center for Advancing Translational Sciences (NCATS).
# IDH1 R132H inh: human IDH1 R132H inhibition; IDH1-R132H enzyme, NADPH consumption, diaphorase/resazurin fluorescence; Potency, µM (top dose mostly 76.6 µM), without a hit: at the top dose activity change, negative = inhibition, actives largely listed as inhibitors; 0.093% of 390,000 active; note: % is set by controls: 0 for no effect and ±100 for the full control effect; nearly all actives have a fitted effect of over 65% in size
#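 IDH1-R132H (0.5 ug/mL) preincubated 30 min with compound, then NADPH (0.016 mM) and alpha-KG (2 mM) added; 80 min at RT, pH 7.5. Remaining NADPH coupled via diaphorase/resazurin to fluorescence (540/590 nm); concentration-response curves normalized to no-enzyme control.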
# TrxR1 substrate: rat thioredoxin reductase 1 substrate activity; O89049; purified TrxR1 substrate turnover, NADPH consumption readout; Potency, µM (top dose mostly 114 µM), without a hit: at the highest dose activity change, negative = substrate turnover; 0.01% of 390,000 active; note: % is set by controls: 0 for no effect and ±100 for the full control effect; nearly all actives have a fitted effect of over 50% in size
#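 Rat TrxR1, dispensed at 90 nM, was prereduced with 400 uM NADPH (final) for 5 min at ~22 deg C, then incubated with compound 15 min before 400 uM selenite. A first-read NADPH fluorescence drop versus no-compound background flagged substrates.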
# TrxR1 inh: rat TrxR1 inhibition; Potency, µM (highest dose often 114 µM), for inactives: at the top dose activity change, negative = inhibition, actives largely listed as inhibitors; 1% of 390,000 active; recombinant rTrxR1, NADPH fluorescence consumption, selenite substrate; AID 588453; note: % is set by controls: 0 for no effect and ±100 for the full control effect; nearly all actives have a fitted effect of over 65% in size
#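 Rat TrxR1 (90 nM in the dispensed reagent) was pre-reduced with 400 uM NADPH for 5 min at room temperature, then incubated with compound for 15 min. After 400 uM selenite was added, NADPH fluorescence (Ex 340/Em 450 nm) was followed for 8 min.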
# RXFP1 agonist: activates the human relaxin receptor RXFP1. 0.3% of 370,000 active. Potency, µM (highest dose often 57.5 µM), for inactives: at the top dose activation, actives largely listed as activators. Q9HBX9. HEK293T-RXFP1 cAMP TR-FRET, 30 min; response scale: percent of porcine relaxin response, buffer zero; note: % is set by controls: 0 for no effect and ±100 for the full control effect; nearly all actives have a fitted effect of over 60% in size; many of its hits are not listed in these tables
# Target sequence (Q9HBX9 whole entry, looked up): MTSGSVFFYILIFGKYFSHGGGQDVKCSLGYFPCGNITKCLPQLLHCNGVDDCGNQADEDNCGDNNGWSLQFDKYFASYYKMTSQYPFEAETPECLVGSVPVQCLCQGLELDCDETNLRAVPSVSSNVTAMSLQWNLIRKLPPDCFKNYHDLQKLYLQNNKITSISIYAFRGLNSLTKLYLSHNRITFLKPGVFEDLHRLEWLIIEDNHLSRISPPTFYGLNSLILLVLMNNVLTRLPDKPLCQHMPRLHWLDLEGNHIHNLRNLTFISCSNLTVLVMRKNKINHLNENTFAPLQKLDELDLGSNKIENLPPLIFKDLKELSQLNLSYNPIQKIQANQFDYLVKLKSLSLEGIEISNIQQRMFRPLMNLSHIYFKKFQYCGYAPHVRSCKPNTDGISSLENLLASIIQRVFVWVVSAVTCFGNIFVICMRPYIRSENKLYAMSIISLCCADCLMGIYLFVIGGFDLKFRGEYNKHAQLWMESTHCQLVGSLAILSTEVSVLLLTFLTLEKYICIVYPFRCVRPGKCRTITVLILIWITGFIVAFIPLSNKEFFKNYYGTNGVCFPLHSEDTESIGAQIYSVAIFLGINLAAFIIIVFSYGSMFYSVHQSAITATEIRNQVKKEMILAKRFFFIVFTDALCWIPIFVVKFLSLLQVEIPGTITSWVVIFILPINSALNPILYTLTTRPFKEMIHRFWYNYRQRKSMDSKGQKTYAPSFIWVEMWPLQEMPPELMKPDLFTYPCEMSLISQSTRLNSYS
#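 HEK293T cells stably expressing RXFP1 were pretreated with the PDE4 inhibitor Ro 20174, exposed to compounds for 30 min at 37C, lysed, and cAMP was read by TR-FRET. Data normalized to buffer (basal) and 29 nM porcine relaxin (100%).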
# USP1 inh: blocks the human USP1/UAF1 deubiquitinase complex; recombinant USP1/UAF1, Ub-Rhodamine cleavage fluorescence; Potency, µM (top dose mostly 57.1 µM), for inactives: at the highest dose activity change, negative = inhibition, usual class: inhibitors; 0.23% of 390,000 active; AID 743255; note: % is set by controls: 0 for no effect and ±100 for the full control effect; nearly all actives have a fitted effect of over 60% in size; inactives centre near -12
#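 In this screen, compounds sit with the deubiquitinase complex (1nM) for 15 min at room temperature before Ub-Rho is added at 150nM final. Fluorescence rise is then followed for 6 reads every 60 seconds.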
# Vif-APOBEC3G blk: inhibitors of Vif-APOBEC3G interaction; 0.076% of 410,000 active; Potency, µM (series often up to 46.1 µM), inactives show at the top dose activity, negative = active, most hits filed as inhibitors; HeLa A3G-eYFP + Vif (tagged APOBEC3G with the HIV-1 protein that degrades it), YFP fluorescence, overnight; Q9HC16;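 note: % is set by controls: 0 for no effect and ±100 for the full control effect; nearly all actives have a fitted effect of over 60% in size; hits raise eYFP signal because A3G escapes Vif-driven loss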
#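 Read-out is eYFP fluorescence (Ex 488/Em 500-530) from Vif-expressing HeLa A3G-eYFP cells; more signal means A3G escaped Vif-mediated degradation. Cells plated overnight, compound pinned in, incubated overnight at 37 deg C.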
# Vif-APOBEC3F blk: Vif-A3F binding inhibition; HeLa A3F-eYFP + Vif (tagged APOBEC3F with the HIV-1 protein that degrades it), YFP fluorescence increase; Potency, µM (highest dose often 46.1 µM), for the others: top-dose activity, negative = active; 0.2% of 390,000 active; note: % of control where 0% means no effect; nearly all actives have a fitted effect of over 65% in size
#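 HeLa cells stably expressing A3F-eYFP plus Vif, plated and incubated overnight at 37 deg C, then exposed to compounds overnight at 37 deg C. Blocked degradation read as raised yellow fluorescence (Ex 488/Em 500-530).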
# RGS4 inhibitor: inhibitors of human regulator of G protein signaling 4. AID 504845. P49798. Transcreener GDP fluorescence polarization, RGS4-accelerated GTP hydrolysis. Potency, µM (series often up to 114 µM), without a hit: at the highest dose activity change, negative = inhibition, most hits filed as inhibitors. 0.039% of 390,000 active; note: % is set by controls: 0 for no effect and ±100 for the full control effect; nearly all actives have a fitted effect of over 75% in size; some results filed as inactive show a strong effect at the top dose
# Target sequence (P49798 whole entry, looked up): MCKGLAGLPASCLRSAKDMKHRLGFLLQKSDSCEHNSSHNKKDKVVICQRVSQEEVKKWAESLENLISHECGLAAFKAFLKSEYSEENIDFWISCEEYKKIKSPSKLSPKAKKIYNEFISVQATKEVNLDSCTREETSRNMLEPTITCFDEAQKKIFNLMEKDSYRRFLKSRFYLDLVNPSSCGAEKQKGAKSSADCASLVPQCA
#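 MLSMR compounds (23 nl, pin-transferred) preincubated 10 min at room temperature with a 500nM (2x) first reagent, then RGS4 at 900nM (2x) plus Transcreener GDP mix added; fluorescence polarization (620/688 nm) read before and after 90 min at 30 °C.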
# 12-LOX inh: ALOX12 (human) lipoxygenase inhibition; AID 1671190; P18054; purified 12hLO, xylenol orange hydroperoxide absorbance; Potency, µM (highest dose often 108 µM), inactives show at the top dose activity change, negative = inhibition, usual class: inhibitors; 1.1% of 580,000 active; note: % is set by controls: 0 for no effect and ±100 for the full control effect
#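 Purified human 12hLO (150 nM final) in 25 mM Hepes, 0.01% Triton X-100, pH 7.0 was preincubated 15 min at room temperature with compound. Then 40 uM arachidonic acid was added, 30 min. Hydroperoxide was read by Fe-XO absorbance ratio 573/405 nm.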
# An asterisk follows results filed as active; ? = inconclusive; · = no result given; & = joins results of further samples; [ ] = dose if it differs, or a comment. Calls come from the whole dose curve; as a rule, active = well fitted curve in the direction sought with a large enough effect; inconclusive = small, poorly fitted or top-dose-only effect, or another doubt; inactive = no such curve, though single readings can be large; an effect the other way counts as inactive or inconclusive. Potency is the fitted concentration of half-maximal effect. This is a subset; count on the stated rates, not on these rows.
SMILES,IDH1 R132H inh,TrxR1 substrate,TrxR1 inh,RXFP1 agonist,USP1 inh,Vif-APOBEC3G blk,Vif-APOBEC3F blk,RGS4 inhibitor,12-LOX inh
Cc1sc(NC(=O)CN2CCCC2)nc1-c1ccc2c(c1)CCN2C(=O)c1ccc(F)cc1,5%,5%,38%[activator][0.457 µM],1.7%,-3%,1%,-20%,-14%,-11%
COC(=O)CC1COc2ccccc2N1C(=O)c1ccc(OC)cc1 (stereo not given),9%,-11%,-9%,3.1%,-6%,-1%,-6%,3%,-18%
COc1ccc(-c2ccc(C3C4C=CCC(C)C4C(=O)N3Cc3ccccc3)c(F)c2)cc1 (stereo not given),·,1%,7%,·,·,3%,·,-18%,·
C[C@H](CO)N1C[C@H](C)[C@@H](CN(C)S(C)(=O)=O)Oc2c(NC(=O)C3CCCCC3)cccc2C1=O,15%,9%,21%,·,-20%,0%,-1%,18%,16%
COc1ccccc1CNC(=O)C(CC(C)C)NS(=O)(=O)c1ccc2c(c1)oc(=O)n2C (stereo not given),13%&10%,7%&0%,36%&0%[activator],-0.4%&1.1%,-18%&-24%,3%&1%,-7%&2%,-15%&1%,-21%&23%
COC(=O)[C@@]1(Cc2ccc(F)cc2)[C@H]2c3cc(C(=O)N4CCCC4)n(CCc4ccccn4)c3C[C@H]2CN1C(=O)c1ccccc1,2%,0%,?,3.7%,?,-3%,-3%,?,-1%
N=c1n(CC(=O)c2ccc(Br)cc2)c2ccccc2n1Cc1ccccc1,9%,0%[57.1 µM],-6%[57.1 µM],-1.0%,-28%,-14%,7%,-38%,?
Cc1nn(-c2cc(C)c3ccccc3n2)c2c1C1C(C2)C1(C)C (stereo not given),4%,5%,12%,-3.8%,-2%,1%,-7%,0%,1%
COC(=O)C(Cc1ccccc1)NC(=O)CCNC(=O)c1ccc(Br)cc1 (stereo not given),8%,1%,15%,-2.1%,?,9%,-9%,-18%,?
C/C=C/c1ccc(OCCCCOc2ccccc2C(C)=O)c(OC)c1,-4%,7%[11.4 µM],12%,5.6%,-17%,-3%,-1%,20%,25%
Cc1ccc(-c2c(C)cc3oc(=O)cc(-c4ccccc4)c3c2C)cc1,-6%,2%,18%,·,-26%,3%,1%,-3%,-2%
CCOc1ccc(NC(=S)N2CCN(S(C)(=O)=O)CC2)cc1,4%,1%,4%,2.7%,-17%,-4%,6%,-2%,-8%
CC(=O)c1c(C)[nH]c(C(=O)OCC(=O)Nc2ccc3c(c2)OCCO3)c1C,6%,1%,2%,·,-16%,-2%,-15%,-5%,?
O=C(NC1CCCCCC1)C1CCN(S(=O)(=O)c2c(Cl)cccc2Cl)CC1,1%,-13%,-6%,0.5%,-11%,1%,-9%,14%,1%
CC(C)NC(=S)N=Nc1c(O)[nH]c2ccc([N+](=O)[O-])cc12,-2%,2%[57.1 µM],13%[57.1 µM],-1.0%,-10%,1%,9%,-27%,-9%
CCCN1C(=O)CC(Sc2ncccc2C(=O)O)C1=O (stereo not given),-3%,4%,22%,1.3%,-8%,0%,12%,7%,5%
O=C(/C=C/c1ccccc1)N1CCN(c2c(Cl)cccc2[N+](=O)[O-])CC1,9%,2%,51%[activator],1.0%,-16%,1%,-4%,-7%,0%
Cc1ccc(NC(=O)c2c([N+](=O)[O-])cnn2C)cc1C,0%,6%,20%,1.5%,-15%,-3%,0%,-7%,?
CCc1ccc(NC(=S)N2CCN(c3cccc(OC)c3)CC2)cc1,9%,-3%,18%,-1.8%,-17%,3%,2%,-21%,-10%
O=S(=O)(c1ccccc1)c1nc(-c2ccco2)oc1NCCCn1ccnc1,4%,-3%[57.1 µM],-40%,-1.9%,-19%,1%,-2%,-49%,-16%
COc1ccc(NC2=Nc3ccccc3N3C2=Nc2c(c(C)nn2-c2ccc(C)cc2)C3c2cccnc2)cc1 (stereo not given),0%,-6%,-12%,1.2%,-24%,-1%,-4%,5%,2%
COCCn1c(SCC(=O)Nc2ccccc2C)nc2c(oc3ccccc32)c1=O,0%,-8%,-6%,1.0%,-3%,0%,-8%,10%,6%
C#CCOCCOCCOCCNc1nc(N2CCOCC2)nc(N2CCN(C(=O)Cn3cc(CC(C)O)nn3)CC2)n1 (stereo not given),-4%,13%[57.1 µM],24%[57.1 µM],0.7%,19%,-1%,-7%,-5%,?
CC(=O)Oc1ccccc1/C=C1\CCOC1=O,2%,3%,-6%,-1.2%,2%,0%,-2%,-5%,3%[57.4 µM]
COC(=O)/C(=C\c1cccnc1)NC(=O)c1ccc(OCc2ccccc2)cc1,-11%,-5%,1%,0.5%,0%,1%,-3%,2%,13%
COc1ccc(N(Cc2ccc(N(C)C)cc2)C(=O)c2ccc(S(C)(=O)=O)cc2)cc1,-10%,-4%,12%,0.2%,-7%,1%,2%,-9%,-4%
CCNC(=O)NC(=O)c1csc([N+](=O)[O-])c1,8%,3%[57.1 µM],7%[57.1 µM],-0.4%,-13%,-3%,-8%,-34%,4%
Cc1ccc(-n2ncc3c(N4CCN(C)CC4)ncnc32)cc1,-13%,2%[57.1 µM],2%[57.1 µM],4.7%,-1%,1%,-3%,-1%,-27%
Cc1ccc(SCc2nc3ccccc3n2CC(=O)Nc2ccccc2)cc1,-1%,3%,11%,3.8%,-19%,-4%,-1%,-6%,4%
CCc1noc(C)c1C(=O)N(CCOC)c1c(N)n(CC(C)C)c(=O)[nH]c1=O,-7%,6%,24%,-0.6%,-29%,1%,1%,28%,359%[activator]

# Quoted at random: 3 entries already listed, in no set order.
SMILES,IDH1 R132H inh,TrxR1 substrate,TrxR1 inh,RXFP1 agonist,USP1 inh,Vif-APOBEC3G blk,Vif-APOBEC3F blk,RGS4 inhibitor,12-LOX inh
C#CCOCCOCCOCCNc1nc(N2CCOCC2)nc(N2CCN(C(=O)Cn3cc(CC(C)O)nn3)CC2)n1 (stereo not given),-4%,13%[57.1 µM],24%[57.1 µM],0.7%,19%,-1%,-7%,-5%,?
COc1ccc(N(Cc2ccc(N(C)C)cc2)C(=O)c2ccc(S(C)(=O)=O)cc2)cc1,-10%,-4%,12%,0.2%,-7%,1%,2%,-9%,-4%
CCCN1C(=O)CC(Sc2ncccc2C(=O)O)C1=O (stereo not given),-3%,4%,22%,1.3%,-8%,0%,12%,7%,5%

# Additional records:
SMILES,IDH1 R132H inh,TrxR1 substrate,TrxR1 inh,RXFP1 agonist,USP1 inh,Vif-APOBEC3G blk,Vif-APOBEC3F blk,RGS4 inhibitor,12-LOX inh
CC(=O)c1cccc(OCc2cc(C(=O)N3CC4C[C@@H]5CC3C[C@H](C4)C5)no2)c1,4%,-1%,?,-0.2%,-11%,3%,-4%,-21%,6%
COc1ccc(NC(=O)C2CC(=O)n3c(nc4ccccc43)N2)cc1 (stereo not given),-3%,3%[57.1 µM],17%[57.1 µM],6.5%,-8%,1%,-4%,-25%[56.9 µM],-11%
CC(C)NC(=O)c1ccccc1NC(=O)/C=C/c1cccc([N+](=O)[O-])c1,1%,-2%,3%,0.1%,-7%,1%,-5%,7%,2%
O=C(Nc1ccncc1)C1CC1c1ccccc1 (stereo not given),3%,-5%,-11%,-0.3%,-16%,-1%,4%,-6%,?
CCn1c(SCC(=O)Nc2ccc3c(c2)OCO3)nnc1C(C)C,1%,-6%,-10%,1.2%,?,0%,0%,-3%,-3%
Nc1nonc1-n1nnc(C(=O)N/N=C/c2cccc(Cl)c2Cl)c1CN1CCCC1,-3%,2%,10%,4.7%,-17%,-21%,-2%,3%,5%
CCNS(=O)(=O)c1ccc(NC(=O)c2ccccc2OCC)cc1,-1%,-1%,9%,4.8%,-9%,6%,8%,-7%,?
Cn1c(CN2CCCCC2)nc2cc(NC(=O)c3cccs3)ccc21,-1%,1%,-4%,-3.0%,-2%,1%,-3%,-10%,6%
COc1ccc(C2/C(=C(/O)c3ccccc3)C(=O)C(=O)N2CC(C)O)c(OC)c1 (stereo not given),0%,-14%,-9%,3.0%,3%,1%,-10%,19%,?
CC1(C)Cc2ccccc2-c2nc(NCCCO)[nH]c(=O)c21,-2%,322%[activator],16%,3.2%,-21%,-6%,0%,12%,-2%
COCCN1C(=O)N[C@@H](c2cccs2)C(C(=O)OC)=C1C,-3%,-4%,-3%,2.3%,2%,-2%,0%,30%,0%
NC(=O)CCN1CCN(C(=O)c2ccc3nc(Cc4cccc(Cl)c4)oc3c2)CC1,7%,1%,2%,1.2%,-13%,1%,-15%,13%,1%
COc1ccc(NC(=O)C2CCCN2C(=O)Nc2ccccc2)cc1OC (stereo not given),15%,-2%,6%,0.3%,1%,3%,-2%,-21%,0%
COC(=O)C1=C(C)N(C)C(=O)NC1c1ccccc1 (stereo not given),-3%,-2%,-1%,0.7%,-15%,-2%,·,24%,172%[activator]
COc1cccc2cc(C(=O)NCc3ccc(C)cc3)c(=N)oc12,-5%,-4%,-3%,1.5%,-16%,-1%,-6%,18%,-7%
CCOC(=O)C1CCN(C(=O)c2cc(-c3ccncc3)nc3ccccc23)CC1,9%,-5%,0%,-3.2%,-12%,2%,0%,24%,199%[activator]
Cc1ccc(CCNC(=O)C2CCN(S(=O)(=O)N3CCCCC3)CC2)cc1,3%,5%,39%[activator],-2.8%,-14%,2%,-5%,10%[56.9 µM],2%
Cc1ccc(C(=O)NCC(=O)O)cc1S(=O)(=O)N1CCCCC1,0%,12%[57.1 µM],13%[57.1 µM],0.7%,-15%,1%,5%,-27%,0%
